# High-throughput results deposited in PubChem by Broad Institute.
# PfHsp90 set2 = growth inhibition of yeast expressing Plasmodium Hsp90 | inhibition, % at 9.4 µM | actives 0.32% (n = 310,000) | S. cerevisiae expressing PfHsp90, BacTiter-Glo ATP, 48 h; yeast lacking PDR1 and PDR3 efflux regulators | AID 504621;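 active = every replicate shows inhibition above about 80%, whatever the replicate mean, limit read from the data; inconclusive = mean inhibition reaches the set limit but some replicate falls short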;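 note: 0% = DMSO neutral controls and 100% = 20 µM radicicol positive controls; yeast relying on Plasmodium falciparum Hsp90 in place of its own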
# dFosB activator = enhances mouse delta FosB homodimer DNA binding | activation, % at 25 µM | actives 0.99% (n = 340,000) | purified delta FosB, TAMRA-CDK5 oligo fluorescence polarization; percent of positive-control signal above neutral wells | AID 493131 | P13346;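 active = mean activation above about 17%, with every replicate also reaching it, limit read from the data, passing the limit was not always enough; inconclusive = only one of the two conditions met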;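 note: fluorescence polarization rise as delta FosB binds a TAMRA Cdk5 AP-1 oligo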
# NSD2 HMT inh = blocks human histone methyltransferase NSD2; O96028; NSD2 peptide methylation, AlphaScreen, 120 min; inhibition, % at 12.5 µM; actives 0.54% (n = 310,000); AID 743445; in the data active = inhibition above about 50%
# Target sequence (O96028 whole entry, looked up): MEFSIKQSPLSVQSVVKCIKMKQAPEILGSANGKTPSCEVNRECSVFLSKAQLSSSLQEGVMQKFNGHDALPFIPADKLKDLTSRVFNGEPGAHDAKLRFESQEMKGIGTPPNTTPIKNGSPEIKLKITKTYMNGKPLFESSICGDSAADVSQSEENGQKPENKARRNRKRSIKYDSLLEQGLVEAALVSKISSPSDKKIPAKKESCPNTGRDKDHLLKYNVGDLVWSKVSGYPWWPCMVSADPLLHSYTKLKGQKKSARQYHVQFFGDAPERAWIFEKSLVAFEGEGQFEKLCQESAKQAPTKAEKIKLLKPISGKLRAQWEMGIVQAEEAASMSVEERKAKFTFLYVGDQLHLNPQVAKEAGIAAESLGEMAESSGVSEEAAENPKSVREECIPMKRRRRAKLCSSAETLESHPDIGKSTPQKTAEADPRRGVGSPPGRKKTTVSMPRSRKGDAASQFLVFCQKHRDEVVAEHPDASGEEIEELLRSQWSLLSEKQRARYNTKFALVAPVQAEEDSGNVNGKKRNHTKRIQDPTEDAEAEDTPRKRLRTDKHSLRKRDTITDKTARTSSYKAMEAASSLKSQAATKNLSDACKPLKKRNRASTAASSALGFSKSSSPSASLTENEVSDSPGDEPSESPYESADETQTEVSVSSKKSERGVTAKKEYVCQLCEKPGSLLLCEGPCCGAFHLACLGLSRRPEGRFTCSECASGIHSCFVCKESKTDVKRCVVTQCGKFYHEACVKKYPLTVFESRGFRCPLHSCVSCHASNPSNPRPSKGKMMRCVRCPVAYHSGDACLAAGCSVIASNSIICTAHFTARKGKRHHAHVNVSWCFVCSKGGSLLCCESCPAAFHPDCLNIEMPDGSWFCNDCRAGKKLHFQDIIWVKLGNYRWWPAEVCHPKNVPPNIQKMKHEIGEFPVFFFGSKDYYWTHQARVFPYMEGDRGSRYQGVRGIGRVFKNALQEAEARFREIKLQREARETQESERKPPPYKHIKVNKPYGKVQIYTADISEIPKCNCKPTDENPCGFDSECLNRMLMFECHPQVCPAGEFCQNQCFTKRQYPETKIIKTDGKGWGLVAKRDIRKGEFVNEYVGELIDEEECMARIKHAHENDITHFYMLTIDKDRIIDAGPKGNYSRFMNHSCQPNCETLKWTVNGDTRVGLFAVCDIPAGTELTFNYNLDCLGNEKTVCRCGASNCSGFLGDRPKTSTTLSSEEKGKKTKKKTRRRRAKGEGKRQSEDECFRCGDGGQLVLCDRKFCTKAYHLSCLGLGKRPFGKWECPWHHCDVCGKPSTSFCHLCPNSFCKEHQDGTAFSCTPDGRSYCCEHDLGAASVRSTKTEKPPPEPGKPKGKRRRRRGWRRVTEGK
# Rtt109 HAT inh = C. albicans Rtt109 histone acetyltransferase inhibition | AID 540336 | inhibition, % at 34.9 µM | actives 0.16% (n = 330,000) | Q5AAJ8 | purified Rtt109/Vps75, ThioGlo CoA-SH fluorescence, 4 h;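 active = inhibition of at least 50% in every replicate; inconclusive = best replicate reaches 50% inhibition but some replicates fall short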
# SR-BI HDL uptake = blocks mouse SR-BI lipid uptake from DiI-HDL; ldlA[mSR-BI] CHO cells, DiI-HDL uptake fluorescence, 3 h; inhibition, % at 12.5 µM; actives 0.96% (n = 320,000); AID 488896;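 active = mean replicate inhibition of at least 70% and a set share of replicates each scoring 70 or more; inconclusive = meets just one of the two criteria; inactive = fails both criteria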;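 note: 0% = median of neutral control wells and 100% = median of positive control wells; values of inactives mirror those of a sister screen read the other way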
# CAL PDZ FP-1 = inhibitors of human CAL PDZ peptide binding; Q9HD26; purified CAL PDZ, TMR-peptide fluorescence polarization, 1 h; inhibition, % at 20 µM; actives 0.02% (n = 330,000); AID 504414;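 active = highest replicate inhibition of at least 40%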;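 note: plate controls were DMSO neutral control wells for no effect and unlabeled competitor peptide control wells for full effect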
#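 Control set: unlabelled peptide and DMSO controls / Material: purified CerCALP PDZ construct / Timing: 1 h incubation at room temperature before polarization reading / Doses: 20 µM, one dose / Detection: fluorescence polarization (mP)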
# PvdQ inh = blocks Pseudomonas aeruginosa PvdQ acylase activity. purified PvdQ acylase, fluorescence plate reader. inhibition, % at 10 µM. actives 0.063% (n = 340,000); in the data active = inhibition above about 30%, passing the limit was not always enough; inconclusive = no clear call, values can overlap the other calls;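 note: 0% = vehicle neutral wells and 100% = reference inhibitor wells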
# SR-BI DiI-HDL act = SR-BI HDL lipid transfer activation | activation, % at 12.5 µM | actives 0.096% (n = 320,000) | AID 504775 | CHO ldlA[mSR-BI] cells, DiI-HDL uptake fluorescence, 3 h; 100 = double the neutral-control signal;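 active = mean replicate activation of at least 60% and every replicate at or above 60%; inconclusive = mean or all-replicate condition met, but not both; inactive = mean below 60% and not all replicates reaching 60%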;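 note: 0% = median plate neutral-control signal and 100% = twice that signal; values of inactives mirror those of a sister screen read the other way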
#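 System: CHO ldlA[mSR-BI] cells / Medium: HEPES-buffered (25 mM, pH 7.4) F12 plus 0.5% BSA / Probe or stimulus: labelled HDL, 10 µg/mL / Doses: single compound concentration, delivered by pin transfer / Schedule: 3 h, 37 °C / Measured by: DiI fluorescence, bottom read / Measure: cell-associated DiI fluorescence as measure of HDL uptake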
# CAL PDZ FP-2 = blocks peptide binding to the human CAL PDZ domain; Q9HD26; purified CAL PDZ, TMR-peptide fluorescence polarization, 1 h; inhibition, % at 24.9 µM; actives 0.92% (n = 300,000); AID 602252;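 active = mean inhibition of at least 30% with at least half of replicates also reaching 30%; inconclusive = no clear call, values can overlap the other calls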;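 note: 0% = DMSO neutral control and 100% = excess unlabeled competitor peptide PRC23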
# MITF act = MITF TRPM1 promoter activation in melanoma cells; SK-MEL-5 TRPM1-promoter luciferase, 24 h; % of positive control, neutral wells = 0; activation, % at 12.5 µM; actives 0.75% (n = 300,000); AID 588334;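 active = mean activation of at least 80% with every replicate also reaching 80%; inconclusive = mean reaches 80% but some replicate falls short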;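 note: 0% = neutral control wells and 100% = parthenolide positive control wells; values of inactives mirror those of a sister screen read the other way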
# Numbers without * were called inactive; i = inactive; ? = inconclusive; / = no result given.
# Short forms: A = PfHsp90 set2; B = dFosB activator; C = NSD2 HMT inh; D = Rtt109 HAT inh; E = SR-BI HDL uptake; F = CAL PDZ FP-1; G = PvdQ inh; H = SR-BI DiI-HDL act; I = CAL PDZ FP-2; J = MITF act
1	COc1cccc(-n2nnnc2SCC(=O)Nc2cccc(NC(C)=O)c2)c1
  A: 4; B: -16; C: -2; D: -1; E: 34; F: -2.2; G: -5; H: -34; I: -4; J: 5
2	CCNC(=S)NNC(=S)NCc1ccccc1
  A: 6; B: 6; C: -2; D: -9; E: -25; F: -2.0; G: -8; H: 25; I: -1; J: 3
3	CCN(c1ccccc1)S(=O)(=O)c1cccc(C(=O)N(C)CCOc2ccccc2)c1
  A: 13; B: -10; C: 1; D: -12; E: -10; F: -3.4; G: -12; H: 10; I: -1; J: -14
4	O=C1CCN(C(=O)Nc2ccccc2Cl)N1
  A: -3; B: 5; C: 0; D: 5; E: 7; F: -0.5; G: -16; H: -7; I: 0; J: /
5	CC(=O)c1ccc(OCCCC(=O)NCCc2ccccc2)cc1
  A: -4; B: 4; C: -2; D: -4; E: -10; F: 0.2; G: -9; H: 10; I: 2; J: 8
6	O=C(NNC(=O)c1ccccc1Cl)c1ccccc1Cl
  A: 10; B: -13; C: -4; D: -9; E: -18; F: -1.3; G: -9; H: 18; I: 1; J: /
7	CCOC(=O)Cc1nn(Cc2ccc(Cl)cc2)c(=O)c2ccccc12
  A: 29; B: -6; C: -4; D: /; E: 16; F: -2.5; G: 6; H: -16; I: 1; J: 18
8	Cn1cccc1CNC1CCCCC1
  A: -6; B: -5; C: 1; D: 0; E: 0; F: -1.7; G: -14; H: 0; I: 0; J: 6
9	CCN1C(=O)[C@H]2[C@@H](c3ccc(-c4ccccc4)c(OC)c3)N[C@@](CC(C)C)(C(=O)OC)[C@H]2C1=O
  A: -5; B: 1; C: /; D: 4; E: 34; F: -0.3; G: 11; H: -34; I: -1; J: -5
10	Cc1noc(C)c1COc1ccccc1C(=O)N1CCN(S(=O)(=O)c2cccc([N+](=O)[O-])c2)CC1
  A: 22; B: -6; C: 2; D: 7; E: 1; F: -0.5; G: -19; H: -1; I: -14; J: 1
11	C#Cc1ccc([C@H]2C=C(C(=O)O)O[C@@H](OCCCCO)C2)cc1
  A: 7; B: -9; C: /; D: 6; E: 5; F: -0.4; G: -17; H: -5; I: 5; J: -4
12	CN(C(=O)c1cccc(NC(=O)C2CCN(C(=O)OC(C)(C)C)CC2)c1)C1CCCCC1
  A: -23; B: -7; C: /; D: 1; E: 53; F: 0.0; G: -9; H: -53; I: 0; J: -15
13	CC1=NN(c2ccccc2)C(=O)/C1=C/C=C/c1ccccc1
  A: 16; B: 1; C: 7; D: -7; E: -16; F: -0.8; G: -2; H: 16; I: -13; J: -71
14	O=C(NCC(=O)N(c1ccc(Cl)cc1)C(C(=O)NC1CCCC1)c1cccnc1)c1ccco1 (stereo unspecified)
  A: -4; B: -5; C: -3; D: -4; E: /; F: 0.0; G: 5; H: /; I: 0; J: -6
15	Cc1cccn2c(=O)c3cc(C(=O)NC4CCCC4)sc3nc12
  A: 22; B: -25; C: -3; D: 7; E: 33; F: -3.2; G: 4; H: -33; I: 2; J: 9
16	COC(=O)[C@H](Cc1ccc(O)cc1)NC(=O)Cn1cnc(C(=O)Nc2ccc(C)c(C)c2)n1
  A: 26; B: 0; C: /; D: -2; E: 3; F: 0.2; G: -17; H: -3; I: -2; J: 17
17	Cc1ccccc1N1CCN(C2CCCN(C(=O)c3cc[n+]([O-])cc3)C2)CC1 (stereo unspecified)
  A: -4; B: -6; C: -4; D: 8; E: -6; F: -0.9; G: -15; H: 6; I: 4; J: 8
18	Cc1ccc(C(=O)NNC(=O)c2cccc(S(=O)(=O)N3CCOCC3)c2)cc1
  A: 5; B: -10; C: 0; D: 4; E: 1; F: -4.5; G: -3; H: /; I: -18; J: 4
19	CC1=NC2(CCCc3c2no[n+]3[O-])N(O)C1(C)C (stereo unspecified)
  A: 12; B: -1; C: -5; D: 4; E: -12; F: 0.0; G: -10; H: 12; I: -3; J: 1
20	CCC/C(=N\NC(=O)CNC(=O)/C=C/c1ccco1)c1ccccc1
  A: 1; B: 2; C: 10; D: 7; E: -30; F: 0.6; G: 1; H: 30; I: /; J: 9
21	CC12CCC(C)(c3nc4ccccc4nc31)C2(C)C
  A: 9; B: 2; C: 53*; D: 8; E: -10; F: 0.8; G: 6; H: 10; I: -1; J: 4
22	CCc1c(SCCC(=O)O)nc2ccccc2c1C
  A: /; B: 1; C: -2; D: -11; E: 12; F: -1.3; G: -11; H: -12; I: 3; J: 5
23	CC(C)c1ccc(NC(=O)CSc2nc(=O)n(CCCN3CCOCC3)c3c2CCC3)cc1
  A: -8; B: -4; C: 1; D: -10; E: -5; F: -5.4; G: 2; H: 5; I: -7; J: -17
24	COc1ccccc1C(=O)N/C(=C\c1cn(S(=O)(=O)N(C)C)c2ccccc12)C(=O)NCCN1CCOCC1
  A: -5; B: -6; C: -1; D: 3; E: -8; F: -1.3; G: 1; H: 8; I: 4; J: -8
25	O=C(Nc1cccc(C(F)(F)F)c1)c1ccco1
  A: /; B: -6; C: 2; D: -13; E: 9; F: -0.9; G: 22; H: -9; I: 0; J: 14

# Some of the entries so far, with one line to a screen.
(12) CN(C(=O)c1cccc(NC(=O)C2CCN(C(=O)OC(C)(C)C)CC2)c1)C1CCCCC1
(13) CC1=NN(c2ccccc2)C(=O)/C1=C/C=C/c1ccccc1
(14) O=C(NCC(=O)N(c1ccc(Cl)cc1)C(C(=O)NC1CCCC1)c1cccnc1)c1ccco1 (stereo unspecified)
(15) Cc1cccn2c(=O)c3cc(C(=O)NC4CCCC4)sc3nc12
(16) COC(=O)[C@H](Cc1ccc(O)cc1)NC(=O)Cn1cnc(C(=O)Nc2ccc(C)c(C)c2)n1
Assay by compound	12	13	14	15	16
PfHsp90 set2	-23	16	-4	22	26
dFosB activator	-7	1	-5	-25	0
NSD2 HMT inh	/	7	-3	-3	/
Rtt109 HAT inh	1	-7	-4	7	-2
SR-BI HDL uptake	53	-16	/	33	3
CAL PDZ FP-1	0.0	-0.8	0.0	-3.2	0.2
PvdQ inh	-9	-2	5	4	-17
SR-BI DiI-HDL act	-53	16	/	-33	-3
CAL PDZ FP-2	0	-13	0	2	-2
MITF act	-15	-71	-6	9	17

# More results follow:
# Short forms: A = PfHsp90 set2; B = dFosB activator; C = NSD2 HMT inh; D = Rtt109 HAT inh; E = SR-BI HDL uptake; F = CAL PDZ FP-1; G = PvdQ inh; H = SR-BI DiI-HDL act; I = CAL PDZ FP-2; J = MITF act
26	O=C(O)c1cc(NN=Nc2ccc(Br)cc2)cc([N+](=O)[O-])c1
  A: 20; B: -3; C: 9; D: 3; E: 2; F: -2.2; G: 4; H: -2; I: -3; J: -2
27	Cc1ccccc1OCc1nc(-c2ccc(-n3cccc3)cc2)no1
  A: 0; B: -6; C: /; D: -10; E: 3; F: 0.2; G: -13; H: -3; I: /; J: -1
28	C#CCOC(=O)c1ccccc1C(=O)OCC#C
  A: -26; B: 0; C: -1; D: -8; E: -8; F: 0.4; G: -7; H: 8; I: /; J: /
29	COCCCNC(=O)C[C@H]1C[C@H](C(=O)N2CCCCC2)[C@@]2(CCc3ccccc3)c3[nH]c4ccc(Cl)cc4c3CCN2C1=O
  A: -1; B: -22; C: /; D: 8; E: -16; F: -0.9; G: -17; H: 16; I: -2; J: -8
30	CC(C)(C)NC(=S)N/N=C/c1cc(Br)c(O)c(Br)c1
  A: -4; B: -4; C: 10; D: -14; E: 13; F: 0.1; G: -9; H: -13; I: -8; J: /
31	COC(=O)C1=C(C(=O)OC)[C@@H]2N(Cc3ccccc3)c3ccccc3[C@@]23C[C@@H](CO)N(C(=O)NC2CCCC2)C3=N1
  A: /; B: -6; C: /; D: 1; E: -16; F: -0.4; G: -12; H: 16; I: -3; J: 4
32	Clc1ccc(-c2nnc3sc(Cc4cccs4)nn23)c(Cl)c1
  A: 11; B: -6; C: -2; D: 8; E: 0; F: -1.9; G: -18; H: 0; I: -1; J: -12
33	Cc1ccc(C(=O)N2c3ccccc3OCC2C)cc1 (stereo unspecified)
  A: 4; B: -3; C: -7; D: -12; E: 5; F: -0.2; G: -5; H: -5; I: 3; J: -13
34	O=C(Nc1ccc(C(=O)N2CCCCC2)cc1)C1CCC1
  A: -2; B: 0; C: /; D: -3; E: -3; F: -0.7; G: -7; H: 3; I: -2; J: 11
35	Cc1nc(N2CCN(S(=O)(=O)c3ccccc3)CC2)c2cc(-c3ccccc3)sc2n1
  A: 3; B: -4; C: 33; D: 1; E: /; F: -0.5; G: -7; H: /; I: -1; J: ?
36	O=C(CN(C(=O)c1csnn1)c1ccc(Cl)cc1)NCCc1ccccc1
  A: 20; B: -4; C: -5; D: 2; E: 18; F: -3.3; G: -14; H: -18; I: -1; J: -1
37	CCN(C(=O)C(C)Cl)c1ccccc1 (stereo unspecified)
  A: /; B: 0; C: -2; D: 6; E: 0; F: /; G: -16; H: 0; I: -4; J: 14
38	CCCn1nc(C(=O)NNC(=O)CSC(C)C(=O)Nc2cc(C)on2)c2ccccc2c1=O (stereo unspecified)
  A: -2; B: 1; C: -2; D: 20; E: 21; F: -2.4; G: 15; H: -21; I: -6; J: -3
39	Cc1c(CCC(=O)NCCCN2CCCC2=O)c(=O)oc2c(C)c(O)ccc12
  A: -8; B: 1; C: /; D: i; E: 0; F: -2.2; G: -18; H: 0; I: -6; J: 5
40	CC(=O)c1nn(-c2ccc(Br)cc2)cc1C(=O)c1ccco1
  A: /; B: ?; C: -3; D: 1; E: 42; F: -2.1; G: -3; H: -42; I: -1; J: /
